# tolC growth inh: growth inhibitors of E. coli BW25113 tolC mutant; AID 573; hit rate 2.2% among 65,000; growth inhibition, % at 10 µM (by protocol); OD615;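 active = growth inhibition at or above a cutoff equal to the mean over every tested compound plus 3 SD, cut at about 60% in these data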;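 also: growth measured after 20 h incubation at 37 °C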
#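 Test system: E. coli BW25113 ΔtolC::kan bacteria | Medium: Kanamycin-containing LB broth (50 µg/mL) | Dosing: One dose of 10 µM final | Times: 20 h incubation with compound, 37 °C | Detection: Optical density read at 615 nm | Read-out basis: Percent growth inhibition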
# HEK293 NFkB inh: lowers PMA/ionomycin-induced NF-kB signal in HEK293 cells | hit rate 0.21% among 62,000 | inhibition, % at 3 µM | AID 465 | HEK-293 NF-kB luciferase reporter, luminescence;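 active = inhibition above the mean of all tested compounds plus 3 SD, cut at about 40% in these data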;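 also: 0% = stimulated DMSO wells and 100% = 10 µM reference inhibitor 5653914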
#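 Timing: 1 h pretreatment, 16 h stimulation, 37 °C; system: HEK-293 cells with stable firefly luciferase reporter driven by four HIV NF-kB elements; doses: 3 µM once, 0.30% DMSO; measured by: luciferase luminescence; control set: DMSO and 10 µM reference inhibitor; repeats: single test; reagent: PMA plus ionomycin mix as NF-kB-activating stimulus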
# SF-1 act: activates the human nuclear receptor SF-1; activation, % at 10 µM; Q13285; hit rate 1.9% among 65,000; CHO-K1 Gal4-SF-1 LBD luciferase reporter; % increase over DMSO SF-1-specific signal;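 active = activation above the mean activation of all tested compounds plus 3 SD, cut at about 50% in these data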
# Target sequence (Q13285 whole entry, looked up, the tested form may be a part): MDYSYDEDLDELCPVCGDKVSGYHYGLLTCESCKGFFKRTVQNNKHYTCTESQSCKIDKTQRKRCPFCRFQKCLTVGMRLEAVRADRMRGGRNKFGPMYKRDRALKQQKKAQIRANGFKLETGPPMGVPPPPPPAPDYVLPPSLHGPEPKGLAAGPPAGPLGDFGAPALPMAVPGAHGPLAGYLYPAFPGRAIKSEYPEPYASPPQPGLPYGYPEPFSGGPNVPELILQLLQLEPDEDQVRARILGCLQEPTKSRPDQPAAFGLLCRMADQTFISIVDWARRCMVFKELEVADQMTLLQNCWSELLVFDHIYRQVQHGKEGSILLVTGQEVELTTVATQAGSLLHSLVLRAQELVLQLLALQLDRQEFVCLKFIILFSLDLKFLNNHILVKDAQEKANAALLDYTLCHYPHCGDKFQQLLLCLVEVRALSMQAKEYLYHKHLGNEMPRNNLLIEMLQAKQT
#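 Material: CHO-K1 cells with Gal4–hSF-1 LBD chimera plus Gal4-driven luciferase / Input: 4,000 CHO-K1 cells per well / Incubation: compound exposure 20 h at 37 °C / Signal: luminescence read 15 min after SteadyLite luciferase reagent, after room-temperature equilibration / Read-out: percent activation versus DMSO / Benchmarks: DMSO negative control and −SF1 background wells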
# M1 agonist: M1 muscarinic receptor agonism; CHO-M1 cells, Fluo-4 calcium fluorescence, agonist mode; stronger effect = higher value; B-score at 10 µM; hit rate 3% among 64,000; AID 626;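 active = fluorescence rise, raw or as B-score row- and column-corrected plate score, outside the 99.7% band of its plate's samples, either direction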
# NADH coupling: inhibitors of enzymes used to reach an NAD/NADH endpoint | coupled PK/LDH NADH assays, four targets | IC50, µM (top dose mostly 10 µM), inactives show at the highest dose inhibition | hit rate 0.02% among 65,000 | AID 774;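 active = single-dose screening hits from any of four coupled enzyme assays that gave an IC50 when retested across doses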;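 also: the DPM-DC format reads NADH fluorescence rather than 340 nm absorbance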
# Jurkat viability: cytotoxic compounds reducing Jurkat cell viability. Jurkat E6.1 viability, ATP luminescence, 48 h. inhibition, % at 4 µM. hit rate 1.2% among 56,000. AID 463;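 active = inhibition above the mean inhibition of all tested compounds plus 3 SD, cut at about 28% in these data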
# M1 antag: antagonists of rat M1 muscarinic receptor | hit rate 3.4% among 64,000 | CHO-M1 cells, Fluo-4 calcium, ACh EC80 antagonist mode; stronger effect = lower value | B-score at 10 µM | AID 628 | P08482;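 active = calcium fluorescence response, raw or row-and-column corrected B-score, differing from the plate sample mean either way at a set confidence level, mostly lower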
# Target sequence (P08482 whole entry, looked up): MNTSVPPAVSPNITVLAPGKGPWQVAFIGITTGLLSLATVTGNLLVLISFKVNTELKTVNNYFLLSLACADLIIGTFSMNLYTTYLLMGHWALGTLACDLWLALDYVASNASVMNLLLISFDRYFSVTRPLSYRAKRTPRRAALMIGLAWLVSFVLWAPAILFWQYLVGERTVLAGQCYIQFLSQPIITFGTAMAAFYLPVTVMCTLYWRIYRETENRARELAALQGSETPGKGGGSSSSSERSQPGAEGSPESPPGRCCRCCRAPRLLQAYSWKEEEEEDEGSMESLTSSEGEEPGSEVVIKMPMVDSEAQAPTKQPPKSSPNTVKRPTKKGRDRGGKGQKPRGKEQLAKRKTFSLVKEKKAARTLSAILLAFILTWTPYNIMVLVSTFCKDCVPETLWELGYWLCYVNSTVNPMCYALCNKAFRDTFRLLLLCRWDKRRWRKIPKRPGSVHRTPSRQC
# D1 allo mod: D1 dopamine receptor (human) allosteric modulation. B-score at 10 µM. hit rate 5.9% among 58,000. AID 641. HEK293 D1, CRE-luciferase, dopamine EC30 potentiation; actives deviate in either direction;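 active = luminescence count or its row- and column-corrected plate score outside the 99.7% band of the plate's sample wells, on either side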
# TNAP act DEA: activators of human TNAP at intermediate phosphate acceptor | P05186 | purified TNAP, CDP-star luminescence, 100 mM DEA, 30 min; stronger effect = higher value; scale: 0 levamisole-inhibited, 1 vehicle-only enzyme | activation factor at 20 µM | 64,000 tested, under 10 active;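 active = activation factor of at least 2 at 20 µM, relative to controls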
# * marks the source's active call; other numbers are inactive results; nt = not tested or not shown; [ ] = remark or other dose.
SMILES,tolC growth inh,HEK293 NFkB inh,SF-1 act,M1 agonist,NADH coupling,Jurkat viability,M1 antag,D1 allo mod,TNAP act DEA
O=C(CCn1c(=O)oc2ccccc21)NCc1cccs1,-20,5,8,-0.22,7%,2,-0.33,0.25,nt
COCCn1c(CN2CCC(Cc3ccccc3)CC2)nc2c1c(=O)n(C)c(=O)n2C,0,19,4,3.5*,6%,10,-0.51,-0.42,nt
O=C(OCCN1CCCCC1)c1cc2ccccc2o1,-12,14,-13,-0.73,0%,nt,-2.4*,nt,0.9
CN=C1SC(CC(=O)Nc2sc(C)c(C)c2C(=O)OC)C(=O)N1C (configuration not stated),-2,10,-3,-1.2,3%,-3,-0.015,3.4*,1
CC1=C(C(=O)N2CCOCC2)C(c2cc(C)cs2)NC(=O)N1 (configuration not stated),-14,13,1,0.0077,1%,nt,0.56,0.02,0.9
O=C(CCOc1ccccc1)NCc1ccccc1,-7,17,-5,0.37,1%,-3,-0.45,1.5,1
CCOc1ccccc1C(=O)N1CCN(c2cccc(Cl)c2)CC1,37,40*,-55,-0.25,5%,98*,-0.16,5.6*,0.8
CC(=O)c1cccc(NC(=O)Cc2cccs2)c1,-2,-2,-11,-0.68,6%,-10,0.63,-0.12,0.9
CC(=O)Nc1ccc(S(=O)(=O)N2CCSC2c2ccc(Cl)cc2)cc1 (configuration not stated),29,11,25,0.49,5%,17,0.01,-0.87,1
CCOc1ccc(NC(=O)CSc2nccn2C)cc1,0,-5,35,-0.39,3%,nt,-0.66,-0.093,1
Cc1noc(C)c1COc1cccc(C(=O)OCC(=O)N2CC(=O)Nc3ccccc32)c1,4,-4,24,0.97,5%,84*,-0.2,-0.48,1
CN(CCc1ccccn1)C(=O)Nc1ccc(F)cc1,-6,11,4,0.27,8%,nt,0.25,0.026,1
Cc1cc2c(c(SCC(=O)N(C)c3ccccc3)n1)C(=O)OC2,-4,12,-28,-0.81,3%,-2,0.78,0.91,0.9
CC(C)Cn1nc(NC(=O)C(C)(C)C)c2cc3ccccc3nc21,24,nt,-1,1.6,6%,nt,0.022,nt,1
COC(=O)c1ccccc1NC(=O)CN1C(=O)C2CCCN2c2ncc(Cl)cc21 (configuration not stated),15,12,-5,1.1,12%,1,0.79,-0.2,0.9
CCn1cc(C(=O)N2CCCC2)c(=O)c2cc(S(=O)(=O)N(C)C)ccc21,-3,5,-4,-0.47,0%,7,-0.78,0.014,1
COc1ccc(-c2noc(CCC(=O)Nc3cccnc3)n2)cc1OC,4,14,-4,-0.39,5%,4,0.32,4.7*,1
Cn1c(-c2c(N)n(C3CCCC3)c3nc4ccccc4nc23)nc2ccccc21,41,4,-12,-0.57,11%[fluoresces],5,0.21,-0.42,1
O=C(CC12CC3CC(CC(C3)C1)C2)NCO,-3,10,8,1,5%,4,0.46,0.00071,1
O=C(Cn1cnc2c(nnn2-c2ccc(F)cc2)c1=O)N1CCCc2ccccc21,20,9,25,-3.2*,2%,0,0.44,1.8,0.9
Cc1ccc(-c2cc(C(=O)NCCCn3ccnc3)c3cc(Br)ccc3n2)o1,7,12,8,-0.45,22%,-1,0.16,-0.47,0.9
CC1(C)C(=O)Nc2ccccc2N1C(=O)COc1ncnc2ccccc12,-10,6,9,-0.18,7%,3,0.026,1.4,1
Cc1ccc(C(=O)C2CCN(CC(=O)Nc3ccc4c(c3)OCCO4)CC2)cc1,-5,16,-2,0.66,5%,-12,-0.029,0.0053,0.9
Cc1cc(C(=O)OCC(=O)NCc2ccco2)c(C)n1-c1ccccc1,21,42*,26,-2.3,2%,75*,-1.1,-0.28,0.9
CCN(CC)CC(=O)Nc1c(C)cc(C(C)(C)C)cc1C,-3,4,20,-0.87,6%,2,-0.42,-0.93,0.9
CC(C)CN(CC(C)C)S(=O)(=O)N1CCC(C(=O)NCc2ccccn2)CC1,-2,4,-1,0.062,0%,5,0.042,-0.34,0.9
O=C(CNS(=O)(=O)c1cccc2nonc12)NCc1ccc(F)cc1,-16,6,8,0.028,10%,nt,-0.34,nt,1
COCCCNS(=O)(=O)c1ccc2c(c1)CCN2C(C)=O,-5,14,14,-0.85,2%,nt,-0.36,-0.17,1
COc1cccc(CNC(=O)c2ccc(NC(=O)C3CCCO3)cc2)c1 (configuration not stated),3,3,4,0,5%,nt,1.1,0.31,0.9
COc1ccccc1C1CC(c2ccccc2)Nc2ncnn21 (configuration not stated),22,0,5,-0.019,6%,5,-0.073,0.013,0.9
CCC(=O)Nc1ccc(-c2nnc(-c3ccccc3)o2)cc1,-6,nt,34,-0.063,7%[fluoresces],nt,0.086,nt,0.9
COc1cccc(C2(O)CCN(C(=O)C3CC3)CC2)c1,-19,6,-9,0.1,1%,-8,-0.085,0.23,0.9
CCCNC(=O)CCC(NS(=O)(=O)c1ccc(C)cc1)C(=O)NCCC (configuration not stated),5,14,-5,-0.41,6%,1,-0.4,0.66,1
CC1C=CCC2C(=O)N(c3cccc(C(=O)N4CCCCCC4)c3)C(=O)C12 (configuration not stated),-7,17,10,-0.8,2%,4,-0.0031,1.5,0.9
O=C1c2ccccc2CCC1C(O)c1ccccn1 (configuration not stated),5,19,-12,nt,10%,nt,nt,-0.17,1
O=c1/c(=C/c2ccc(CNS(=O)(=O)c3ccccc3)o2)sc2n1CCN=2,-20,19,-12,-1.1,10%,-3,-1.1,-0.14,0.8
CSc1nnc2c(n1)[nH]c1c(C)cccc12,-10,-2,18,0.25,3%,2,0.29,-0.33,0.9
CCOC(=O)CCCNC(=O)CCNC(=O)c1ccc(OC(C)C)cc1,-15,3,25,-0.33,0%,0,-0.017,-0.046,1
Cn1nnc(NC(=O)c2ccccc2F)n1,-20,12,20,0.48,1%,-3,-0.34,-0.25,0.9
O=S(=O)(NCC1CCCO1)c1ccc(Oc2ccccc2)cc1 (configuration not stated),19,14,-17,-0.58,3%,9,0,-0.88,0.9
CC(C)CC(=O)N1CCN(Cc2cccc(F)c2)CC1,-9,16,12,0.78,24%,-2,-0.58,-0.24,1
OCCN1CCN(c2ncnc3c2sc2nc(N4CCOCC4)c4c(c23)CCC4)CC1,34,17,8,1.7,4%[fluoresces],nt,-0.9,2.6,0.9
COC(=O)c1ccc(N2CCN(C)CC2)c(NC(=O)c2cc3ccccc3o2)c1,-5,-11,-16,0.047,6%,0,-0.48,-0.3,0.9
Cc1noc(C)c1COC(=O)c1cc(F)c(F)cc1Cl,0,4,-9,-0.36,5%,0,-0.32,nt,1
COc1ccc(N=C2C(=O)Nc3c(C)cccc32)cc1,-9,2,-9,-0.8,11%,6,0.011,-0.024,0.9
CCn1c(=N)c(C(=O)NC)cc2c(=O)n3cccc(C)c3nc21,7,10,-4,-1.6,9%[fluoresces],7,-1.5,-1.2,0.9
CN(C)c1nc(OCCOC(=O)COc2ccc(Cl)cc2Cl)nc(N(C)C)n1,14,9,-3,-1,3%,4,0.32,-0.19,1
O=C(c1ccco1)N1CCN(C(=O)c2ccc(Cn3cc(Br)cn3)o2)CC1,-16,26,-8,-0.7,4%,nt,-0.35,-0.83,0.8
Cc1ccc(/C=N/c2sc3c(c2C#N)CCCCC3)o1,5,-17,54*,0.14,3%,0,0.45,-3.7,0.9
COc1ccccc1CCC(=O)Nc1nc2ccccc2[nH]1,7,15,13,0.16,5%,6,-0.81,-2.5,1
CCN1CCN(S(=O)(=O)c2cc(C)c(OC)cc2C)CC1,-13,22,-5,-1.3,6%,5,-0.089,-0.85,1
CCOC(=O)N1CCC(N(CCOC)C(=O)Nc2ccc(CC)cc2)CC1,1,22,-7,0.017,6%,-8,0.052,-0.51,1
O=C(Oc1ccccc1N1C(=O)CCC1=O)c1ccco1,3,nt,-2,-0.34,3%,nt,0.69,-0.69,0.9
CC1(C)C(=O)C2(CCCCC2)C(=O)OC1c1ccc(O)cc1 (configuration not stated),37,20,-23,0.36,1%,-1,-0.23,1.6,0.9
COc1cc2c(cc1NC(C)=O)CCCC2,11,nt,nt,-0.0058,2%,nt,-0.013,0.42,0.9
Fc1ccccc1CSc1nnnn1-c1ccc2c(c1)OCO2,52,-14,22,0.64,0%,10,-0.27,5.1*,0.8
CN1C(=O)c2ccccc2C(C(=O)O)C1c1cccc(F)c1 (configuration not stated),-22,-5,-2,0.97,5%,-3,1.1,0.046,0.9
C/C=C(\C)c1nnc(NC(=O)C(C)C)s1,-16,9,3,-0.38,3%,0,0.46,1,0.8
CC(=O)N1CCc2cc(Br)cc(S(=O)(=O)NCC3CCCO3)c21 (configuration not stated),-3,22,-9,-0.41,4%,-6,1,0.0048,1
Cc1cc(NC(=O)c2ccc3c(c2)OCO3)no1,-17,-28,60*,0.69,4%,-8,0.15,-2.1,0.9

# Exported with each value named: entries from further up
Cc1ccc(/C=N/c2sc3c(c2C#N)CCCCC3)o1
  tolC growth inh: 5; HEK293 NFkB inh: -17; SF-1 act: 54*; M1 agonist: 0.14; NADH coupling: 3%; Jurkat viability: 0; M1 antag: 0.45; D1 allo mod: -3.7; TNAP act DEA: 0.9
COc1ccccc1CCC(=O)Nc1nc2ccccc2[nH]1
  tolC growth inh: 7; HEK293 NFkB inh: 15; SF-1 act: 13; M1 agonist: 0.16; NADH coupling: 5%; Jurkat viability: 6; M1 antag: -0.81; D1 allo mod: -2.5; TNAP act DEA: 1
CCN1CCN(S(=O)(=O)c2cc(C)c(OC)cc2C)CC1
  tolC growth inh: -13; HEK293 NFkB inh: 22; SF-1 act: -5; M1 agonist: -1.3; NADH coupling: 6%; Jurkat viability: 5; M1 antag: -0.089; D1 allo mod: -0.85; TNAP act DEA: 1
CCOC(=O)N1CCC(N(CCOC)C(=O)Nc2ccc(CC)cc2)CC1
  tolC growth inh: 1; HEK293 NFkB inh: 22; SF-1 act: -7; M1 agonist: 0.017; NADH coupling: 6%; Jurkat viability: -8; M1 antag: 0.052; D1 allo mod: -0.51; TNAP act DEA: 1

# (list continues)
SMILES,tolC growth inh,HEK293 NFkB inh,SF-1 act,M1 agonist,NADH coupling,Jurkat viability,M1 antag,D1 allo mod,TNAP act DEA
C(=N\n1cnnc1)/c1cccc(OCCOc2ccccc2)c1,-1,-25,-4,0.013,3%,5,-0.46,0.86,0.9
COc1ccc(C2N=C(c3ccccc3)C(C)(C)N2O)cc1OC (configuration not stated),-8,-5,3,-0.95,0%,-6,0.22,-0.1,0.9
O=C(O)CCNc1ccc2c(c1)OCCO2,-29,8,8,-0.039,10%,2,1.2,0.0086,0.8
O=C1OC(N2CCN(C(=O)C3CCCO3)CC2)c2ccccc21 (configuration not stated),-8,18,1,0.023,5%,4,-0.89,-0.51,1
O=C(NC1CCCCC1)C(c1ccccc1)N1CCOCC1 (configuration not stated),-34,0,-10,-0.17,7%,0,-0.091,-1.5,0.9
CCCSc1oc(-c2ccco2)nc1S(=O)(=O)c1ccccc1,84*,10,-7,0.018,1%,-4,-1.3,17*,0.9
Cn1c2ccccc2c2nnc(SC3CCOC3=O)nc21 (configuration not stated),-25,-9,-1,0.74,8%,-1,-0.93,-0.012,1
CC(C)c1nc2oc3c(NCC4CCCO4)ncnc3c2c2c1CCC2 (configuration not stated),nt,8,-6,1.8,10%,-6,-0.12,nt,1
Cc1ccc(-c2nc(NCCN3CCOCC3)c3ccccc3n2)cc1,11,10,28,-0.08,4%,-5,-0.72,nt,0.9

# Screening data as filed in PubChem BioAssay.

# Hits appear at their usual frequency; about 15% have a hit in one of these screens.
